SMARCA2 act = activators of SMARCA2 function. MG213 cells, MMTV-luciferase reporter, dexamethasone, overnight. activation, % at 9.1 µM. 370,000 tested, 1% active. AID 652017; in the data active = activation above about 7.8%;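 also: 0% = vehicle wells and 100% = reference activator wells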
ASAP1 GAP inh = ASAP1 ArfGAP inhibition; Q9ULH1; ASAP1-stimulated ARF1 GTP hydrolysis, GDP FP detection; inhibition, % at 16.5 µM; 360,000 tested, 0.19% active; AID 624377; in the data active = inhibition above about 25%;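 also: 0% = vehicle with enzyme and substrate and 100% = no enzyme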
Rev-erbA mod = modulates human Rev-erb alpha binding to DNA; P20393; 370,000 tested, 0.79% active; Rev-erbα–FITC-DNA binding, fluorescence polarization, 90 min; activity, % at 10 µM;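 active = activity above about 14%, limit read from the data; passing the limit was not always enough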;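 also: 0% = DMSO wells with 35 nM protein and 100% = DMSO wells with 750 nM protein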
HTRA1 inh = inhibitors of human serine peptidase HTRA1; Q92743; recombinant HTRA1, FP-rhodamine activity-based probe, fluorescence polarization; inhibition, % at 5.96 µM; 340,000 tested, 0.5% active; AID 504803; in the data active = inhibition above about 36%;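 also: 0% = enzyme with DMSO and 100% = wells lacking enzyme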
GC-B act = GC-B (human) receptor activation. HEK293-GC-B cells, CNP EC30, cGMP TR-FRET; 0% at EC30 CNP, 100% saturating CNP. activation, % at 10 µM. 370,000 tested, 0.11% active. AID 1920062;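 active = activation at 10 µM reaching about 35% in either raw or pattern-adjusted values, limit read from the data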
Target sequence (P20594 whole entry, looked up): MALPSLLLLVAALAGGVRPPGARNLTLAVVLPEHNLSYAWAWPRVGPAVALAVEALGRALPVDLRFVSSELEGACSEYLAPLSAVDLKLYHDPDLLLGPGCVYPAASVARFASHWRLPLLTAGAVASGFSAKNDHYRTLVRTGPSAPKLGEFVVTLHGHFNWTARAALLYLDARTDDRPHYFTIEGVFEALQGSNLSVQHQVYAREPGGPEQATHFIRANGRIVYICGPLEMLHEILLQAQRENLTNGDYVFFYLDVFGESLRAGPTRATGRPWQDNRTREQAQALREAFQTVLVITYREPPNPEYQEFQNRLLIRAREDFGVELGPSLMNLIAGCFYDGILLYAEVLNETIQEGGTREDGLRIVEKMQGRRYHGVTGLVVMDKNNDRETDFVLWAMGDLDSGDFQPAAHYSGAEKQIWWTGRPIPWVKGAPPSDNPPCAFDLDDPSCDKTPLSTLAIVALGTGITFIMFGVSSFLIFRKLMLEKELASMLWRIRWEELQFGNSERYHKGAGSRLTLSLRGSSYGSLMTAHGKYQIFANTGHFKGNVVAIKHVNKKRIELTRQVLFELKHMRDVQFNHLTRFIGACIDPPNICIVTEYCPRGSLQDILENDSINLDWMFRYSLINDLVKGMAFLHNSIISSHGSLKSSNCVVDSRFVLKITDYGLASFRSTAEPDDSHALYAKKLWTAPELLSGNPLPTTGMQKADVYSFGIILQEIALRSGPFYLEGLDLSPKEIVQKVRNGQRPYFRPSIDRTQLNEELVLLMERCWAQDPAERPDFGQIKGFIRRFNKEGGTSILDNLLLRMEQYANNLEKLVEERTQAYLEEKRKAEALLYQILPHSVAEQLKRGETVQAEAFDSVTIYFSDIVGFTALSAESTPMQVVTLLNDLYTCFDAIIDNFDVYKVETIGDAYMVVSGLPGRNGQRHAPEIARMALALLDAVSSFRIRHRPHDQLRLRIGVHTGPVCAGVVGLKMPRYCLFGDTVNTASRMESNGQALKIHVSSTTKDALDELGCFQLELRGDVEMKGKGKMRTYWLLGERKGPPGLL
ARFGAP1 inhibitor = inhibits rat ARF GTPase activating protein 1 | inhibition, % at 16.5 µM | AID 651572 | Q62848 | Arfgap1-stimulated ARF1 GTP hydrolysis, GDP FP detection | 360,000 tested, 0.26% active;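 active = inhibition above a per-plate limit, mean inhibition of low control wells plus 3 SD, cut at about 25% in these data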;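 also: 0% = DMSO wells with enzyme and 100% = wells lacking Arfgap1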
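Material – truncated rat Arfgap1 GAP domain · Buffer or medium – HEPES-based buffer, pH 7.5 · Reagent – human ARF1(Δ1-17)-GTP substrate · Dosing – 16.5 µM single point, 1.26% DMSO · Schedule – GTP hydrolysis reaction 2 h at 25 °C · Technique – GDP detection by fluorescence polarization · Benchmarks – No-Arfgap1 wells (100%) versus DMSO full-reaction wells (0%) · Repeats – single replicate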
NPR1 activator = GC-A (human) enzyme activation; P16066; HEK293 GC-A cells, cGMP TR-FRET, EC30 ANP; 0% at EC30 ANP, 100% saturating ANP; activation, % at 10 µM; 370,000 tested, 0.14% active; AID 1671463; in the data active = activation above about 40%
ABHD4 inh = ABHD4 (mouse) inhibition, primary FP screen; 370,000 tested, 0.54% active; inhibition, % at 8.92 µM; AID 720543; purified mABHD4, FP-Rh probe fluorescence polarization;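 active = inhibition exceeding the mean over every tested compound plus 3 SD, cut at about 30% in these data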;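 also: 0% = plate median of compound wells and 100% = S159A mutant with DMSO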
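assay system = mABHD4 protein | compound dosing = single nominal dose of 8.92 µM, 0.89% DMSO final | read-out basis = percent inhibition of probe binding, normalized to plate controls | schedule = Enzyme–compound pre-incubation 45 min, then probe 60 min, both 25 °C | detection = fluorescence polarization, excitation 525 nm, emission 598 nm, BODIPY TMR filters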
PG9 binder = PG9 antibody binding by small molecule | TR-FRET gp120-PG9 antibody binding | 360,000 tested, 0.43% active | inhibition, % at 6.7 µM; in the data active = inhibition above about 8.5%
rCAG RNA binder = molecules binding r(CAG) RNA repeats. 370,000 tested, 1.3% active. inhibition, % at 3 µM. r(CAG) RNA repeat, TO-PRO-1 dye displacement fluorescence;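 active = inhibition above the plate cutoff, the mean of all test compounds on that plate plus 3 SD, cut at about 35% in these data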;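 also: 0% = DMSO alone and 100% = 100 µM mitoxantrone as full dye displacement; higher means more dye released from RNA so lower well fluorescence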
Starred values were filed as active, the others as inactive; · = not tested or not shown.

SMILES | SMARCA2 act | ASAP1 GAP inh | Rev-erbA mod | HTRA1 inh | GC-B act | ARFGAP1 inhibitor | NPR1 activator | ABHD4 inh | PG9 binder | rCAG RNA binder
CCOC(=O)c1[nH]c(C)c(C(=O)NC2CCCCCC2)c1C | 0 | 2 | -2 | 0 | 2 | 12 | 3 | 2 | 1.4 | -2
CCCS(=O)(=O)N1CCCC(C(=O)NC2CCCC(C)C2C)C1 (stereo unspecified) | 0 | 0 | 5 | -3 | 1 | 9 | 0 | 0 | 0.6 | -2
CN(C)S(=O)(=O)c1ccc(N2CCCC2)c(C(=O)Nc2nc(-c3cc(F)ccc3F)cs2)c1 | 0 | -10 | 6 | -5 | 11 | -7 | 9 | -2 | -3.6 | 2
Nc1cccc(P(=O)(c2ccccc2)c2ccccc2)c1 | -2 | 7 | -4 | 1 | -2 | 0 | 0 | -4 | -2.2 | 1
O=C(NC1CCCCC1)C(c1ccnc2ccccc12)N1CCc2ccccc2C1 (stereo unspecified) | -3 | 9 | 3 | · | -4 | -12 | 0 | 7 | -1.1 | 2
CC1=CCC2C(=O)N(c3ccc(Br)cc3C)C(=O)C2C1 (stereo unspecified) | -2 | -14 | 2 | 4 | -4 | 5 | 7 | 7 | 0.5 | -6
COC(=O)c1ccc(NC(=O)Cn2nc(C(=O)Nc3ccc(C)cc3)ccc2=O)cc1 | -1 | -2 | -1 | -10 | 1 | 7 | 2 | -9 | 1.2 | 15
COc1cccc(C(C(=O)NC(C)(C)C)N(Cc2ccco2)C(=O)CCC(=O)Nc2cc(C)on2)c1OC (stereo unspecified) | -2 | 0 | 5 | -4 | 3 | -9 | -3 | -8 | -3.8 | -4
COc1ccc2oc(C(=O)OCC(=O)Nc3ccc(NC(C)=O)cc3)c(C)c2c1 | 1 | -2 | -6 | -44 | 0 | 10 | 1 | -64 | 3.1 | 5
O=C(O)c1ccc2c(c1)C(=O)N(CCc1c[nH]c3ccccc13)C2=O | 1 | -11 | -3 | -1 | -2 | 2 | 1 | 12 | -1.2 | 6
O=C(NCCc1c[nH]c2ccccc12)c1cccc(Br)c1 | 2 | 6 | 7 | -8 | -3 | 8 | -10 | -10 | -2.1 | 6
CC(C)(C)OC(=O)N1CCC[C@H]1c1nnc(SCc2ccc(Cl)cc2)o1 | -2 | 1 | -2 | 3 | 0 | 9 | 2 | 7 | -1.4 | 0
CC1COc2ccccc2N1S(=O)(=O)c1ccc(Cl)cc1 (stereo unspecified) | 0 | 6 | 3 | -18 | -16 | 13 | -25 | -8 | 1.1 | -3
O=[N+]([O-])c1ccccc1CCO | -6 | 4 | -9 | · | -11 | -8 | -2 | -7 | -2.0 | 0
O=S(=O)(NCCc1ccc2c(c1)OCCO2)c1cccs1 | 0 | 3 | 3 | -5 | 3 | 7 | 0 | -3 | -2.3 | 1
NC(=O)COc1ncnc2scc(-c3ccc(F)cc3)c12 | -4 | 2 | -2 | 4 | 3 | 6 | 3 | -15 | -1.2 | 1
C[N+]1(CN2C(=O)C3C4C=CC(C4)C3C2=O)CCCCC1 (stereo unspecified) | -2 | 10 | -3 | -4 | 7 | 2 | -5 | 1 | 0.2 | 2
O=C(CN1C(=O)C2C3C=CC(C3)C2C1=O)NCCN1CCCc2ccccc21 (stereo unspecified) | -2 | 7 | 4 | 8 | 4 | 2 | -2 | 5 | -2.6 | -3
CCOCCCNC(=O)C(NC(=O)Cc1cccs1)c1ccc(Cl)cc1 (stereo unspecified) | 1 | -6 | -1 | 5 | 3 | 8 | -2 | 26 | -1.7 | -7
Cc1nnc(SCc2ccc(CSc3nnc(C)c(=O)[nH]3)cc2)[nH]c1=O | -1 | -2 | 1 | 8 | 1 | 3 | 2 | 2 | -1.9 | 6
C=CCn1c(CCn2c3ccccc3c3ccccc32)n[nH]c1=S | -1 | -1 | 0 | 1 | 1 | -7 | 0 | 5 | -1.2 | 5
CN1CCN(C2=Cc3ccccc3Sc3cc(F)c(F)cc32)CC1 | -1 | -10 | -7 | -20 | -19 | -10 | -34 | 10 | -1.9 | -2
COCCNC(=O)NC(=O)COC(=O)C12CC3CC(CC(NC(C)=O)(C3)C1)C2 | -1 | -9 | 0 | 4 | 6 | -4 | -2 | 5 | 4.1 | -8
CC(C)c1nc(NCc2ccccc2)c(C#N)c2c1CCCC2 | -1 | -2 | 5 | -2 | 3 | -5 | -2 | -12 | 0.1 | -1
COc1ccccc1-c1cc(NC=O)c2ncc(-c3ccc(S(C)(=O)=O)cc3)n2c1 | 1 | 3 | 11 | · | 10 | 7 | 10 | 1 | 1.8 | 9
CCCn1c(N)c(N(CCOC)C(=O)c2ccc(-c3ccccc3)cc2)c(=O)[nH]c1=O | -1 | -13 | 0 | 0 | -3 | -5 | -4 | -13 | 0.5 | 4
Clc1cnc(N/N=C/c2ccco2)c(Cl)c1 | 5 | 0 | -1 | -3 | 2 | 6 | 0 | 10 | -1.7 | 0
CCc1ccc(C=C2SC(=S)N(CCCC(=O)Nc3ccc(C(=O)O)cc3)C2=O)cc1 | -7 | -9 | -10 | · | 1 | 6 | -3 | -13 | -0.6 | 8
O=c1cc(O)c2sc(Nc3ccc(F)cc3)nc2[nH]1 | 2 | -9 | 2 | 5 | 3 | -1 | -5 | -4 | -3.5 | 15
CCOc1ccc(C(C)C)cc1S(=O)(=O)n1nc(C)cc1C | 1 | 3 | 1 | 0 | 4 | -6 | -4 | 2 | -2.8 | -3

Sorted by SMILES length (high to low): eight of the compounds above
SMILES | SMARCA2 act | ASAP1 GAP inh | Rev-erbA mod | HTRA1 inh | GC-B act | ARFGAP1 inhibitor | NPR1 activator | ABHD4 inh | PG9 binder | rCAG RNA binder
CCCn1c(N)c(N(CCOC)C(=O)c2ccc(-c3ccccc3)cc2)c(=O)[nH]c1=O | -1 | -13 | 0 | 0 | -3 | -5 | -4 | -13 | 0.5 | 4
CCc1ccc(C=C2SC(=S)N(CCCC(=O)Nc3ccc(C(=O)O)cc3)C2=O)cc1 | -7 | -9 | -10 | · | 1 | 6 | -3 | -13 | -0.6 | 8
COc1ccccc1-c1cc(NC=O)c2ncc(-c3ccc(S(C)(=O)=O)cc3)n2c1 | 1 | 3 | 11 | · | 10 | 7 | 10 | 1 | 1.8 | 9
Cc1nnc(SCc2ccc(CSc3nnc(C)c(=O)[nH]3)cc2)[nH]c1=O | -1 | -2 | 1 | 8 | 1 | 3 | 2 | 2 | -1.9 | 6
C[N+]1(CN2C(=O)C3C4C=CC(C4)C3C2=O)CCCCC1 (stereo unspecified) | -2 | 10 | -3 | -4 | 7 | 2 | -5 | 1 | 0.2 | 2
C=CCn1c(CCn2c3ccccc3c3ccccc32)n[nH]c1=S | -1 | -1 | 0 | 1 | 1 | -7 | 0 | 5 | -1.2 | 5
CCOc1ccc(C(C)C)cc1S(=O)(=O)n1nc(C)cc1C | 1 | 3 | 1 | 0 | 4 | -6 | -4 | 2 | -2.8 | -3
NC(=O)COc1ncnc2scc(-c3ccc(F)cc3)c12 | -4 | 2 | -2 | 4 | 3 | 6 | 3 | -15 | -1.2 | 1

(list continues)
SMILES | SMARCA2 act | ASAP1 GAP inh | Rev-erbA mod | HTRA1 inh | GC-B act | ARFGAP1 inhibitor | NPR1 activator | ABHD4 inh | PG9 binder | rCAG RNA binder
Nn1c(SCC(=O)Nc2ccccc2F)nnc1-c1cccnc1 | -1 | 5 | -1 | 11 | -1 | -2 | 1 | -2 | 0.7 | 3
CC1CCN(CCCNC(=O)c2ccc3c(=O)n(Cc4ccc(Cl)cc4)c(=S)[nH]c3c2)CC1 | -2 | 11 | 0 | -25 | 5 | 10 | 0 | -12 | -1.6 | 10
COc1ccc(NC(=O)CSc2nnc3n2CCCCC3)cc1S(=O)(=O)N(C)C | -3 | 12 | -3 | -3 | 11 | 4 | 2 | 1 | -0.3 | 2
COc1ccc(S(=O)(=O)N2CCCCC2)cc1NC(=O)c1ccc([N+](=O)[O-])o1 | -1 | -7 | -3 | 5 | -2 | -6 | -1 | 4 | 0.3 | 0
C=CCn1c(SCC(=O)NCCOC)nc2scc(-c3ccco3)c2c1=O | -1 | -2 | -1 | 4 | -1 | 1 | -5 | -2 | -0.6 | 14
CC(=O)N1CCc2c1cccc2S(=O)(=O)NC(CC(C)C)C(=O)Nc1ccc(Cl)c(Cl)c1 (stereo unspecified) | -2 | · | -4 | · | -5 | · | -5 | -1 | · | 5
CCCc1ccc(OCC(=O)NNC(=O)c2cccnc2)cc1 | -3 | 5 | -1 | -2 | -1 | -10 | -2 | 3 | -1.3 | -2
c1ccc2ncc(-n3cnnn3)cc2c1 | 1 | 3 | 2 | 6 | 3 | -7 | 5 | 0 | -1.2 | 0
COc1ccc(-c2c(C)cc3oc(=O)cc(-c4ccccc4)c3c2C)cc1C=O | -3 | -9 | 18* | -76 | -5 | 1 | -11 | 2 | -1.1 | 6
Cc1cccc(N(C)S(=O)(=O)c2cccc3nsnc23)c1 | 3 | -5 | 5 | 16 | 4 | 5 | 4 | 2 | 1.1 | -3
O=C(Nc1ccc2c(c1)OCCO2)C1c2ccccc2OCC(=O)N1Cc1ccc2c(c1)OCO2 (stereo unspecified) | -2 | 14 | -2 | · | 0 | 7 | -4 | -1 | 0.5 | 3
Cc1ccc(NC(=O)CCn2cnc3cc(C)c(C)cc32)cc1 | -3 | 0 | -1 | -2 | -2 | -3 | -5 | -2 | 0.0 | -5
COc1ccc([N+](=O)[O-])cc1NC(=O)c1cn(-c2ccc(Cl)cc2)c(=O)c2ccccc12 | -1 | 8 | 4 | 2 | -1 | -2 | 3 | -2 | -0.6 | 2
COc1cc(NS(=O)(=O)c2ccc(NC(=O)/C=C/c3ccc([N+](=O)[O-])cc3)cc2)ncn1 | 1 | 7 | -10 | 9 | -5 | 5 | -2 | 6 | -0.5 | 0
CCOC(=O)C1=CN(Cc2ccco2)S(=O)(=O)NC1c1cccc(OC)c1 (stereo unspecified) | -2 | -3 | -2 | -3 | 1 | 3 | 2 | 1 | 0.5 | 7
Cc1ccc(C(=O)OCc2nnc(-c3ccc(Br)cc3)o2)cc1 | 1 | -8 | 0 | -18 | 1 | 0 | -5 | -7 | -0.6 | 0
O=C(Nc1ccccc1)N1CCN(S(=O)(=O)c2ccccc2)CC1 | -2 | 5 | 5 | -1 | 5 | 8 | -4 | 1 | -0.7 | -2
CCOc1ccccc1N(CC(=O)Nc1cc(OC)ccc1OC)S(C)(=O)=O | -1 | 0 | 1 | -4 | -2 | -12 | -3 | 6 | 0.2 | -2
CC(=O)c1ccc(N2CCN(C(=O)C3CCCN(S(=O)(=O)c4c(C)[nH]c(=O)[nH]c4=O)C3)CC2)cc1 (stereo unspecified) | 0 | -13 | 2 | 2 | 1 | -9 | 2 | 2 | -0.7 | 2
COc1ccc(S(=O)(=O)N2CCN(c3ccc(F)cc3)CC2)cc1OC | -1 | 1 | 7 | -1 | -4 | 0 | -6 | 3 | -0.9 | -1
N=c1n(CCN2CCOCC2)c2ccccc2n1CC(O)COc1ccccc1 (stereo unspecified) | 0 | -9 | 5 | -2 | -5 | 1 | -3 | -4 | -1.4 | -2
Cc1csc(NC(=O)CCNC(=O)c2ccc([N+](=O)[O-])cc2)n1 | 0 | 19 | -1 | -1 | -1 | 8 | -6 | 2 | -2.4 | 1

Outcome played no part in choosing rows; overall some 4.4% were active at least once.
